Assay outcomes from PubChem BioAssay.
Wnt bcat act: Wnt/beta-catenin pathway activation; Wnt/beta-catenin reporter cell assay, activator, plate reader; 300,000 compounds, 1.2% hits; activation, % at 9.35 µM; AID 743398; in the data active means activation above about 30%, passing the limit was not always enough;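 further: 0% = neutral control wells and 100% = positive control wells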
* = called active by the depositor.

SMILES	Wnt bcat act
Cc1ccc(S(=O)(=O)N2CCC(C(=O)N[C@@H](C)C(=O)NC3CCS(=O)(=O)C3)CC2)cc1 (some centres not stated)	-1
O=C(NCCc1ccccc1Cl)[C@@H]1CCCN1C(=O)[C@H](Cc1cccnc1)NC(=O)N1CCOCC1	-2
CCOP(=O)(OCC)C(Cc1ccccc1)N=C(c1ccccc1)c1ccccc1 (configuration not stated)	-2
CC(C)C[C@H]1COc2cccc(N3CCSCC3)c2S(=O)(=O)N1	-2
COC(=O)C1=CN(c2ccc(Oc3ccccc3)cc2)C(N)=C(C#N)C1c1cccc(F)c1 (configuration not stated)	-2
O=C(NCc1ccncc1)[C@@H]1CCCN1C(=O)[C@H]1CCCN1C(=O)c1cccc2ccccc12	-3
O=C(Nc1c(-c2ccccc2)[nH][nH]c1=O)c1ccc2ccccc2c1	-2
CC(=O)Nc1cc(-c2cccnc2)cn2c(-c3ccc(F)cc3)cnc12	-2
COc1ccc(NC(=O)C2(C)CCN2C(=O)c2ccc(C(C)(C)C)cc2)cc1OC (configuration not stated)	-2
NC(c1csc(Nc2ccc(C(=O)NCCCO)cn2)n1)c1ccccc1Cl (configuration not stated)	1
COCCCn1cc(CN2CC(N3CCCC3)CS2(=O)=O)nn1 (configuration not stated)	-1
CC(=O)C1=CCC(c2ccccc2)N(S(=O)(=O)c2ccc(C)cc2)C1 (configuration not stated)	-3
O=C(N[C@H](C(=O)N1CCC[C@H]1C(=O)NCc1ccccc1)C1CCCCC1)c1ccccc1	-4
COC(=O)Cc1ccc(OC2(C)CCN(Cc3csc4ccccc34)C2)cc1 (configuration not stated)	-4
COc1c(C)cc(C(O)c2ncc(-c3cccc(C(F)(F)F)c3)[nH]2)cc1C (configuration not stated)	-4
COc1ccc(NC(=S)N(CCN2CCOCC2)Cc2cc3cc4c(cc3[nH]c2=O)OCO4)cc1	-3
Nc1nc(=O)n(C2OC(CO)C(O)C2O)cc1F (configuration not stated)	2
COCCN1C(=O)CSCC1(C)C(=O)Nc1c(C)cccc1C (configuration not stated)	-1
COC(=O)CC#C[C@H](C)[C@@H](NS(=O)(=O)c1ccc(C)cc1)C1CCCCC1	-1
Nc1[nH]c(C(=O)c2ccccc2)c(-c2ccc(Cl)cc2)c1C(=O)NCCc1c[nH]c2ccccc12	15
Fc1ccc(-c2nc3c(Cl)cc(C(F)(F)F)cn3c2Cc2cccc(F)c2)cc1	-1
CC1(C(=O)NS(=O)(=O)c2ccccc2)CCN1C(=O)Cc1cccs1 (configuration not stated)	5
Cc1noc(C)c1S(=O)(=O)N(C)C[C@@H]1OCc2cn(nn2)CCCC(=O)N([C@H](C)CO)C[C@H]1C	-2
CCCC(=O)Nc1c(-c2ccccc2)[nH][nH]c1=O	-1
CN1CCN(C2CN(Cc3cn(Cc4cccc(Cl)c4)nn3)S(=O)(=O)C2)CC1 (configuration not stated)	-1
Nc1ncnc2c1ncn2[C@@H]1O[C@H](C(=O)N[C@@H](CCc2ccccc2)C(=O)O)[C@@H](O)[C@H]1O	0
CC(C)C[C@@H]1CN(CCCC[C@H]2CNC(=O)C(=O)N2CCC2CCCCC2)C(=O)C(=O)N1CCc1ccc(O)cc1	-2
COc1ccc(-c2cnc3c(NC(C)=O)cc(-c4ccc(C(=O)NC5CC5)cc4)cn23)cc1OC	20
OC(c1ccc(F)cc1)c1nc(-c2cc3ccccc3o2)cs1 (configuration not stated)	-1
CC(C)C1C(=O)N(Cc2cn(CCC3OCCO3)nn2)CCS(=O)(=O)N1Cc1ccc(-c2ccccc2C(F)(F)F)cc1 (configuration not stated)	-3
CCOC1=C2CN(S(=O)(=O)c3ccc(C)cc3)[C@H](c3cccc(Cl)c3)C[C@@H]2N(S(=O)(=O)c2ccccc2[N+](=O)[O-])[C@H](c2ccccc2)C1	-2
Cc1ccc(C(O)c2ncc(-c3ccc(C(F)(F)F)cc3)[nH]2)cc1F (configuration not stated)	0
CCCCN(C=O)c1c(CC)nc2c(OCc3cc(Cl)cc(Cl)c3)cccn12	-6
CC1=C(C(=O)N(C)C)CC(CC(=O)NC2CCCCC2)C(=O)N1Cc1ccc(F)cc1 (configuration not stated)	-2
CC(C)C[C@H]1COc2ccc(Cl)cc2S(=O)(=O)N1	-4
CCOCCC(=O)Nc1ccc2c(c1)c(=O)n(C)n2Cc1cccc(C(F)(F)F)c1	-1
CCOC(=O)[C@]12CCCC=C1N(CCc1ccc(OC)c(OC)c1)C(=O)[C@H](CC(=O)NCc1ccc(C)o1)C2	-4
CC(Sc1nnc(-c2cccnc2)n1-c1ccccc1F)C(=O)N1CCCc2ccccc21 (configuration not stated)	-1
CC1(C(=O)NCc2ccccc2)CN(S(C)(=O)=O)CC(=O)N1C1CCN(Cc2ccccc2)CC1 (configuration not stated)	-1
OC(c1ccco1)c1nc(-c2ccc(F)c(Cl)c2)cs1 (configuration not stated)	-3
C#CCN1CC(COc2ccccc2)Oc2cccc(Oc3ccc(C(C)C)cc3)c2S1(=O)=O (configuration not stated)	-2
CC(C)C[C@H](NC(=O)c1ccc(Cl)cc1Cl)C(=O)N1CCC[C@H]1C(=O)NCc1ccccc1	-1
COc1ccc(C(C)=O)cc1CSC(=S)N1CCSCC1	-3
c1cnc2c(-c3cccc4nccn34)cccc2c1	3
COc1ccc(Cc2c(-c3ccc(F)cc3)nc3ccc(Cl)cn23)c(C)c1	-1
COc1ccc(C(C)(NC(C)=O)c2nc(-c3cccc(C#N)c3)cs2)cc1 (configuration not stated)	0
CCCCNc1nc2ccccc2n1CC(=O)Nc1ccc2c(c1)OCCO2	2
O=C(NCC[C@@H]1CC[C@@H](NC(=O)c2cnccn2)[C@@H](CO)O1)c1ccc2c(c1)OCO2	-2
CCOC(=O)C1CCN(C(=O)c2[nH]c(C(F)(F)F)nc2-c2ccccc2)CC1	1
Cc1cccc(-c2noc(CCC(=O)NC3CCCC3)n2)c1	0
OC(c1cc(F)cc(Cl)c1)c1ncc(-c2ccccc2Cl)[nH]1 (configuration not stated)	-1
CNc1cncc(-c2cccc(C(C)=O)c2)n1	11
C=CCN1C=C(C(=O)OCC)C(=O)CC1	-1
Clc1cccc(Cc2c(-c3cccc(Cl)c3)nc3ccc(Cl)cn23)c1	-2
C/C(=N/NC(=O)C(=O)N/N=C(/C)c1ccccc1)c1ccccc1	1
Cc1cccc(S(=O)(=O)NC(=O)C2(C)CCN2C(=O)Cc2cc(F)ccc2F)c1 (configuration not stated)	-3
COC(=O)C1=C(C)N(Cc2ccc(Br)cc2)C(=S)NC1c1ccc(F)cc1 (configuration not stated)	-8
O=C(CC1CCCC1)N[C@H](C(=O)N1CCC[C@H]1C(=O)NCc1ccccc1)c1ccccc1	-3
C[C@H]1[C@H](c2ccccc2)Oc2cccc(NCCc3ccccc3)c2S(=O)(=O)N1Cc1cccc(F)c1	-3
C=CCNc1ncnc2c1ncn2[C@H]1CN(Cc2ccco2)C[C@@H](CO)O1	2
(continued)
SMILES	Wnt bcat act
Cc1cnc2ccc(F)cc2c1	1
Cc1cc2nc(-c3ccc(C#N)cc3)c(Cc3cccc(F)c3)n2c(C)c1Br	0
Cc1ccc(NC(=O)C2(C)CCN2C(=O)Cc2ccccc2Cl)cc1C (configuration not stated)	-2
COC(=O)c1cc2c(c3c4cc(C#N)ccc4n(S(=O)(=O)c4ccc(C)cc4)c13)C(=O)N(C)C2	-3
Cc1cccnc1C(NC(=O)C1CCN(CCOc2ccc(Cl)cc2Cl)CC1)c1ccc(Cl)cc1 (configuration not stated)	3
CCCn1cc(CCC(=O)Nc2ccc(Oc3cccnc3)cc2)c2ccccc21	3
CCCC(=O)N1CCC1(C)C(=O)NS(=O)(=O)c1cccc(Cl)c1 (configuration not stated)	1
CC1(Cc2ccccc2OC(F)(F)F)C(=O)Nc2ccc(OC(F)(F)F)cc21 (configuration not stated)	-1
CC(C)(C)C(=O)Nc1nnc([C@H]2C[C@H](O)[C@@H](CO)O2)s1	0
CC(C)CCNC(=O)c1[nH]c(C(F)(F)F)nc1-c1ccccc1	0
CC(C)C[C@@H](CN1CCC[C@@H]1CN1C(=S)NC[C@@H]1Cc1ccccc1)N1C[C@H](Cc2ccc(O)cc2)N(CCc2ccccc2)C1=S	-2
COc1ccc(CN2C(=O)c3ccccc3C2c2nnnn2Cc2ccccc2)cc1 (configuration not stated)	-3
COc1ccc(-c2c(Sc3ccccc3)c3cc(-c4ccc5c(c4)OCO5)ccc3n2C)cc1	-2
O=[N+]([O-])c1ccc(C=Nc2ccccc2)cc1	-2
Cc1cc(C)c2c(CN3CCN(c4ccccc4)CC3)cc(=O)oc2c1	-3

14 consecutive records already listed:
SMILES	Wnt bcat act
Cc1cnc2ccc(F)cc2c1	1
Cc1cc2nc(-c3ccc(C#N)cc3)c(Cc3cccc(F)c3)n2c(C)c1Br	0
Cc1ccc(NC(=O)C2(C)CCN2C(=O)Cc2ccccc2Cl)cc1C (configuration not stated)	-2
COC(=O)c1cc2c(c3c4cc(C#N)ccc4n(S(=O)(=O)c4ccc(C)cc4)c13)C(=O)N(C)C2	-3
Cc1cccnc1C(NC(=O)C1CCN(CCOc2ccc(Cl)cc2Cl)CC1)c1ccc(Cl)cc1 (configuration not stated)	3
CCCn1cc(CCC(=O)Nc2ccc(Oc3cccnc3)cc2)c2ccccc21	3
CCCC(=O)N1CCC1(C)C(=O)NS(=O)(=O)c1cccc(Cl)c1 (configuration not stated)	1
CC1(Cc2ccccc2OC(F)(F)F)C(=O)Nc2ccc(OC(F)(F)F)cc21 (configuration not stated)	-1
CC(C)(C)C(=O)Nc1nnc([C@H]2C[C@H](O)[C@@H](CO)O2)s1	0
CC(C)CCNC(=O)c1[nH]c(C(F)(F)F)nc1-c1ccccc1	0
CC(C)C[C@@H](CN1CCC[C@@H]1CN1C(=S)NC[C@@H]1Cc1ccccc1)N1C[C@H](Cc2ccc(O)cc2)N(CCc2ccccc2)C1=S	-2
COc1ccc(CN2C(=O)c3ccccc3C2c2nnnn2Cc2ccccc2)cc1 (configuration not stated)	-3
COc1ccc(-c2c(Sc3ccccc3)c3cc(-c4ccc5c(c4)OCO5)ccc3n2C)cc1	-2
O=[N+]([O-])c1ccc(C=Nc2ccccc2)cc1	-2

The main list resumes with the 2 entries that preceded the break.
SMILES	Wnt bcat act
O=[N+]([O-])c1ccc(C=Nc2ccccc2)cc1	-2
Cc1cc(C)c2c(CN3CCN(c4ccccc4)CC3)cc(=O)oc2c1	-3
CC(C)CC(N)c1csc(Nc2ncccn2)n1 (configuration not stated)	-2
CC(O)(c1ccccc1)c1nc(-c2cccc(C(=O)O)c2)cs1 (configuration not stated)	27
CC(O)(c1ccccc1)c1nc(-c2ccc3c(c2)OCO3)cs1 (configuration not stated)	2
CC(=O)c1cccc(-c2cnc3c(NC=O)cc(-c4ccccc4F)cn23)c1	-2
CSCCC(C(=O)Nc1c(C)cccc1C)N1CCC(Cc2ccccc2)CC1 (configuration not stated)	-4
COC(=O)C[C@@H]1CC[C@H](NS(=O)(=O)c2ccccc2F)[C@@H](CO)O1	-2
CS(=O)(=O)c1ccc(Nc2nc(C(N)COCc3ccccc3)cs2)cc1 (configuration not stated)	-4
CN(c1ccc(Cl)cc1)c1cc2c(c3c1ccn3C)C1CCC2O1 (configuration not stated)	-6
CCOC(=O)C1CCCN(C(=O)c2ccc(N(C)C)cc2)CC1 (configuration not stated)	0
COCCNC(=O)C1CCCN(C(=O)c2ccc(F)c(C)c2)CC1 (configuration not stated)	2
COCCN1CCCc2nc(-c3ccc(Br)cc3)ccc21	3
CCOC(=O)[C@]12CCC=C1N(Cc1cccc3ccccc13)C(=O)[C@H](CC(=O)N1CCN(C(=O)c3ccco3)CC1)C2	-2
COc1cccc(CNC(=O)C2(C)CCCN2C(=O)C(C)C)c1 (configuration not stated)	-3
COc1cccc(C(NC(C)=O)c2nc(-c3cccc(C(C)C)c3)cs2)c1 (configuration not stated)	-3
Cc1cc(Br)cn2c(Cc3ccccc3C(F)(F)F)c(-c3cccc(Cl)c3)nc12	-2
OC[C@@H]1CN(Cc2ccc(Cl)cc2)C[C@H](n2cnc3c(NC4CCCC4)ncnc32)O1	-1
OC(c1ccccc1)(c1ccccc1)C1CCN(CCCOc2cccc(OC(F)(F)F)c2)CC1	-3
COc1cc(C23CCCN(CCC(C(C)(C)C)C2)C32OCCO2)cc(OC)c1OC (configuration not stated)	2
CC(=O)OC[C@H]1O[C@H](C#Cc2ccc(C(C)(C)C)cc2)C=C[C@H]1OC(=O)Nc1ccccc1	-10
Cc1ccc(CN(C)C[C@H]2OCc3cnnn3CCCC(=O)N([C@H](C)CO)C[C@@H]2C)cc1	-2
COC(=O)c1ccc(NS(=O)(=O)c2c(C)nc3sccn3c2=O)cc1	0
COC(=O)[C@]12CCCCC=C1N(Cc1ccccc1)C(=O)[C@H](CC(=O)NCCCCc1ccccc1)C2	-1
Cc1cc(C)c(CN2CCN(C(=O)CC[C@H]3O[C@@H](n4ccc(=O)[nH]c4=O)[C@H](O)[C@@H]3O)CC2)c(C)c1	0
COc1ccc(CC(N)c2csc(NC(=O)Nc3ccccc3Cc3ccccc3)n2)cc1 (configuration not stated)	-9
COC(=O)C1=C(C)N(C)C(=NCC2CC2)NC1c1cccc(F)c1 (configuration not stated)	0
Cc1cn([C@H]2C[C@H](O)[C@@H](CCC(=O)NCCCc3ccccc3)O2)c(=O)[nH]c1=O	-1
COc1cccc(C(NC(C)=O)c2nc(-c3ccc(F)cc3OC)cs2)c1 (configuration not stated)	-7
COc1cccc(-c2nc3nc(C)cc(C)n3c2NC2CCCC2)c1	2
Cc1nc2ccc(C(=O)NCCCN3CCCC3=O)cn2c1N(C)C(=O)CCc1ccccc1	-1
CCOc1ccc(Cl)cc1-c1cc(C(=O)Nc2ccc(Br)cc2)[nH]n1	-2
COCCNc1ncnc2c1ncn2[C@H]1CN(Cc2ccc3c(c2)OCO3)C[C@@H](CO)O1	-4
Cc1cc(Br)cn2c(Cc3ccccc3)c(C3CCCCC3)nc12	-3
CC1(C(=O)NCc2ccccc2)CSCC(=O)N1CCOc1ccccc1 (configuration not stated)	-2
C[C@@H](c1ccccc1)N1C[C@H](COCc2ccccc2)Oc2cc(N3CC[C@H](N(C)C)C3)ccc2S1(=O)=O	-1
CC(C)C[C@H]1CNC(=O)C(=O)N1C[C@@H]1CCCN1C[C@H](Cc1ccccc1)N1C[C@H](CC(C)C)N(CC2CCCCC2)C(=O)C1=O	-1
CCCCC[C@@H]1CCCCC[C@@H](O)C[C@@H](O)[C@H](O)/C=C/C(=O)O1	-3
CC1=C(C(=O)N2CCCCCC2)CC(CC(=O)NCCN2CCOCC2)C(=O)N1Cc1ccc(C(C)(C)C)cc1 (configuration not stated)	0

Some of the compounds tested; rates above refer to the full screens.
